# High-throughput results (PubChem BioAssay)
# RmlCD inh 1536: blocks M. tuberculosis RmlC and RmlD coupled enzymes | 0.03% of 160,000 active | RmlC+RmlD coupled enzyme assay, percent inhibition; primary screen in compound mixtures | inhibition, % at 3.6 µM; in the data active = inhibition mostly above about 34%, no sharp cut-off; inconclusive = no clear call, values can overlap the other calls; inactive = mostly below about 22%; also: some results filed as inactive read as strong as hits
# Target sequence (P9WH09 whole entry, looked up): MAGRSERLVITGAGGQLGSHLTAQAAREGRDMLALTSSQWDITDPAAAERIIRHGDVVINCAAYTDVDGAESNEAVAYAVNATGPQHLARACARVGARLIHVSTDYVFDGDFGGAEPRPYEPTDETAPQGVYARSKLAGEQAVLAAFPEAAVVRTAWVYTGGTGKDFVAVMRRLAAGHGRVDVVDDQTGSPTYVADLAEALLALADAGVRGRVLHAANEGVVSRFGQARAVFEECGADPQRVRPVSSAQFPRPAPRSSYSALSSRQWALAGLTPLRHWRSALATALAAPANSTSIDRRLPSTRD
# Target sequence (P9WH11 whole entry, looked up): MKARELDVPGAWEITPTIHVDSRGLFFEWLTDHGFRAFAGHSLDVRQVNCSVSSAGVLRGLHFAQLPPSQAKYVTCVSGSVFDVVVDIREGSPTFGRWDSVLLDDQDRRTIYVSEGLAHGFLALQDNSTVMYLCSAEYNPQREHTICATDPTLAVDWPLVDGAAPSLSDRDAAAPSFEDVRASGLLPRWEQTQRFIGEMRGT
# GlmU inhibition: inhibition of mycobacterial GlmU enzyme – biochemical, glucosamine-1-phosphate acetyltransferase (AID 1376) | M. tuberculosis GlmU acetyltransferase enzyme assay; higher % means a stronger effect | inhibition, %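 (tested at 30 µM in the primary screen)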, or IC50 in µM where a hit was titrated | 0.25% of 220,000 active; in the data active = inhibition above about 13%; inconclusive = no clear call, values can overlap the other calls;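 also: 0% = complete reaction with vehicle and 100% = reaction without substrate; strong numbers were not always called active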
# Active calls of the source: *; ? = inconclusive; · = not tested or not shown.
SMILES,RmlCD inh 1536,GlmU inhibition
CC1CN(Cc2nc3c(c(=O)n(C)c(=O)n3C)n2CCc2ccccc2)CC(C)O1 (stereo unspecified),·,1.3%
c1ccc(SCCCCNC2CCCC2)cc1,-4.3,-1.5%
Cc1ccc(CCNC(=O)CCc2nc3ccccc3[nH]2)cc1,-5.9,0.0%
CCOc1ccc(NC(=O)C(C)Sc2nnnn2C)cc1 (stereo unspecified),1.5,-4.1%
CCN(CC)S(=O)(=O)c1ccc(C)c(NS(=O)(=O)c2cc(/C=C/C(=O)O)cc(OC)c2OC)c1,2.7,-2.4%
CCOc1ccc(NC(=O)CCC(=O)NNC(=O)Nc2cccc(Cl)c2)cc1,4.3,-4.5%
O=C(NC(Cc1c[nH]c2ccccc12)C(=O)Nc1ccc(F)cc1)c1cccs1 (stereo unspecified),2.4,1.1%
CCOC(=O)N1CCN(CCC(=O)Nc2ccc(Br)cc2)CC1,·,5.3%
CCc1ccc(C(=O)COC(=O)C(Cc2ccccc2)NC(=O)C2CCC(C)CC2)cc1 (stereo unspecified),13.1,-0.6%
O=C(Nc1ccccc1N1CCN(C(=O)c2ccccc2)CC1)c1ccc(Cl)cc1,·,-2.4%
Cc1ccc(S(=O)(=O)NCCCC(=O)O)cc1,·,3.2%
COc1cc(NS(=O)(=O)c2ccc(NC(C)=O)cc2)ncn1,-1.0,-4.9%
C#CC[N+](C)(C)CC#Cc1ccc(C)cc1,6.2,-2.6%
CCN(CC)C(=O)Cn1cc(S(=O)(=O)CC(=O)NC2CCCCC2)c2ccccc21,·,7.6%
C(CNC1C2CC3CC(C2)CC1C3)CN1CCOCC1 (stereo unspecified),·,1.2%
COc1ccccc1N(CC(=O)N/N=C(\C)c1cccc(Br)c1)S(C)(=O)=O,·,6.1%
COc1ccc(C(=O)N/C=C/n2cnc3cc(C(F)(F)F)ccc32)cc1,·,2.6%
CCCCn1c(CN(Cc2ccccc2)Cc2ccccc2)nc2c1c(=O)n(C)c(=O)n2C,·,1.8%
CCOc1cc(NC(=S)NCC2CCCO2)c(OCC)cc1NC(=O)c1ccc(F)cc1 (stereo unspecified),11.7,9.0%
CCCC(=O)c1ccc(N2CCCCCC2)c(F)c1,·,-0.5%
O=C(c1csc2c1CCCCC2)N1CCC2(CC1)OCCO2,-2.2,-2.5%
OCCNc1ncnc2ccc(Br)cc12,12.4,1.8%
COc1ccc(CNC(=O)CCCN2C(=O)c3ccccc3C2=O)cc1,-11.8,0.8%
CC1C(=O)CC(c2ccccc2)N(C)C1c1ccccc1 (stereo unspecified),-4.5,4.5%
CS(=O)(=O)Nc1ccc(S(=O)(=O)NCCc2ccccc2)cc1,-4.9,-2.6%
COc1cc(CNC2CCCCC2OC)cc(OC)c1OC (stereo unspecified),0.8,1.7%
Cc1c(NC(=O)C2CCCO2)cccc1[N+](=O)[O-] (stereo unspecified),-6.4,2.4%
C[C@@H]1CN(c2c(F)c(N)c3c(=O)c(C(=O)O)cn(C4CC4)c3c2F)C[C@H](C)N1,-6.4,·
COc1ccc(CCNC(=O)c2cc(S(=O)(=O)N3CCC4(CC3)OCCO4)ccc2F)cc1OC,1.5,6.7%
COc1ccc(CCNC(=O)C2CCN(C(=O)c3cccs3)CC2)cc1,-7.6,-2.3%
C=CCSc1nc(N)c(C(=O)Nc2ccccc2)cc1C#N,6.5,-5.0%
N/C(=N\OC(=O)CCCOc1ccccc1)c1ccccc1,10.7,1.6%
CS(=O)(=O)C1=C(O)C(=O)N(CCCC(=O)O)C1c1ccccc1F (stereo unspecified),8.0,-0.1%
O=C(O)CC1(CC(=O)Nc2cc(F)ccc2Cl)CCCCC1,-12.1,-2.3%
CC1(C)CC(=O)C(C(c2ccc(F)cc2)C2C(=O)CC(C)(C)CC2=O)C(=O)C1,2.1,-2.1%
CCCNC(=O)c1nnsc1S(=O)(=O)c1ccc(Cl)cc1,?,10.7%
Cc1ccc(NC(=O)COC(=O)C(NS(=O)(=O)c2ccc(Cl)cc2)C(C)O)cc1C (stereo unspecified),-1.2,-4.1%
CC(C)N(C(=O)COC(=O)c1cccc(C(=O)OCC(=O)N(C(C)C)C(C)C)n1)C(C)C,-8.5,-1.8%
CC(C)(C)NC(=O)NC(=O)COC(=O)c1ccc(OC(F)(F)F)cc1,-47.8,1.9%
COc1ccc(OC)c(NC(=O)c2[nH]c(C)c(C(C)=O)c2C)c1,-6.3,-1.8%
CCOC(=O)C1=C(N)Oc2cc(C)[nH]c(=O)c2C1c1ccncc1 (stereo unspecified),-6.7,7.5%
CCOc1ccc(N=C(/C(C(=O)C(=O)N2CCOCC2)=C(/O)c2ccccc2)c2ccccc2)cc1,-13.8,4.1%
Cc1cccc(OCC(=O)Nc2ccc(S(=O)(=O)N3CCCC3)cc2)c1,·,-4.9%
CCCCn1c(N)c(N(CC)C(=O)c2cccc(OC)c2)c(=O)[nH]c1=O,3.7,1.2%
O=C(Nc1ccc(S(=O)(=O)N2CCOCC2)cc1)c1ccco1,·,3.0%
O=C(NN=C1CCCCCCCCCCC1)c1cccnc1,·,1.7%
O=C(NCc1ccncc1)Nc1ccc2c(c1)OCO2,-12.2,1.4%
CC(=O)Nc1ccc(S(=O)(=O)N(CC(=O)Nc2cc(C)on2)Cc2ccc(F)cc2)cc1,13.8,-3.6%

# Whole records from above. Order of values: RmlCD inh 1536, GlmU inhibition
# Cc1cccc(OCC(=O)Nc2ccc(S(=O)(=O)N3CCCC3)cc2)c1 as listed: ·, -4.9%
# CC(=O)Nc1ccc(S(=O)(=O)N(CC(=O)Nc2cc(C)on2)Cc2ccc(F)cc2)cc1 as listed: 13.8, -3.6%

# Next compounds:
SMILES,RmlCD inh 1536,GlmU inhibition
CC(=O)C1=C(O)C(=O)N(c2nccs2)C1c1ccccc1 (stereo unspecified),·,6.4%
Cc1ccc(NC(=S)Nc2ccccn2)c(C)c1,·,1.2%
COc1ccc2[nH]c(=O)c3c(c2c1)OC(C)(C)C=C3,7.6,-0.1%
O=C1c2cccc3cccc(c23)C(=O)N1CCCCCc1n[nH]c(=S)o1,·,3.5%
O=C(COC(=O)C1=COCCO1)Nc1ccccc1Oc1ccccc1,35.2,-1.3%
C/C(=N\OC(=O)NC1CCCCC1)c1sc(-c2ccccc2)nc1C,6.1,-2.4%
Cc1ccc(S(=O)(=O)Nc2cc(C)nn2-c2ccccc2)cc1,·,3.4%
CC(C)(C)C1CC=C2C(C#N)=C(N)C(C#N)(C#N)C(c3cccs3)C2C1 (stereo unspecified),·,-0.1%
CCC(CO)N=CC1=C(O)CC(C)(C)CC1=O (stereo unspecified),8.1,-0.8%
O=C(Cn1ncc2c1-c1ccccc1OC2)N(Cc1ccco1)C1CCCCC1,-7.7,1.7%
Cc1ccc(N(CC(=O)NCCSCc2ccco2)S(=O)(=O)c2ccc(C)cc2)cc1,-4.7,-1.3%
CCc1nnc(NC(=O)c2ccc(N(C)S(=O)(=O)c3ccccc3)cc2)s1,1.9,4.4%
COC(=O)c1ccc(NC(=O)Nc2ccc(OC)c(OC)c2)cc1,6.8,-3.4%
COc1ccccc1CNC(=O)c1ccc(S(=O)(=O)N2CCCC2)cc1,4.6,-1.1%
COc1ccc(C(=O)OCC(=O)c2cc(OC)ccc2OC)c(OC)c1,-1.6,1.5%
CCCCCCCC(=O)Nc1ccc(C(=O)N/N=C/c2cccc([N+](=O)[O-])c2)cc1,·,0.7%
CC(=O)OCc1c(C(F)(F)F)nn(C)c1Sc1ccccc1,·,3.2%
CCC(CC)C(=O)Nc1c2c(nn1-c1ccc(OC)cc1)CS(=O)(=O)C2,10.4,-1.4%
Cc1ccc(CSC2=Nc3sccc3C3=NC(=O)CN23)cc1,·,-2.1%
CCc1nc(OCC(=O)c2ccccc2)c(C#N)c2c1COC(C)(C)C2,-5.8,2.3%
O=C(C1CCC(CNc2c(N3CCCCC3)c(=O)c2=O)CC1)N1CCCC1 (stereo unspecified),-8.9,1.3%
O=C(c1cc2sccc2n1Cc1ccccc1)N1CCCc2ccccc21,0.2,3.5%
Cc1ccc(C2=NN3C(=O)c4ccccc4C3C2)cc1 (stereo unspecified),4.5,1.1%
COc1cc2c(cc1OC)-c1c(OC)c(OC)c(OC)c3ccnc(c13)C2=O,·,5.7%
Cc1c(NC(=O)c2c(F)cccc2F)c(=O)n(-c2ccccc2)n1C,10.2,4.5%
Cc1ccc2nc(-c3ccc(N4C(=O)CC(N5CCCC(C)C5)C4=O)cc3)sc2c1 (stereo unspecified),9.0,-0.5%
Cc1cccc(N2CCN(CCNC(=O)c3cc4c(s3)CS(=O)(=O)C4)CC2)c1C,-10.0,-5.4%
O=C(O)c1ccc[nH]c1=S,4.5,-11.1%
Cc1[nH]c2ccccc2c1C(c1ccccn1)N1CCCC1 (stereo unspecified),2.4,1.0%
CCCC(=O)Nc1ccc(Cc2ccc(NC(=O)CCC)c(C(=O)O)c2)cc1C(=O)O,-8.3,-0.1%
O=C(CN1C(=O)CSc2ccc(S(=O)(=O)N3CCOCC3)cc21)NCc1cccnc1,6.9,-2.0%
O=C1COc2ccc(C(=O)COC(=O)CNC(=O)C3CCCCC3)cc2N1,-14.6,-3.8%
O=S(=O)(NCc1ccco1)N1CCCCCC1,-6.2,-4.1%
Cc1cc(NC(c2cccnc2)c2ccc3cccnc3c2O)no1 (stereo unspecified),·,6.1%
O=C(CCCCCN1C(=O)c2ccccc2C1=O)Nc1ccc2c(c1)OCCO2,12.2,0.4%
CC(C)(C)c1csc(Sc2ccc([N+](=O)[O-])cn2)n1,-8.9,0.6%
S=C(NC1CCCCC1)NC1CC2CCC(C1)N2Cc1ccccc1 (stereo unspecified),4.5,7.4%
Cc1ccc2[nH]c(=O)c(CN(C)C(=O)c3ccccn3)cc2c1,·,19.7%
Cc1ccc(C(=O)N2CCC3(CC2)Oc2ccc(F)cc2C(=O)C32CC(c3ccccc3)=NO2)s1 (stereo unspecified),3.3,2.5%
CCC(C)(C)NC(=O)CN(C(=O)c1snc(C(N)=O)c1N)c1ccc2c(c1)OCO2,14.7,5.2%
O=C(NCc1ccc(F)cc1)c1noc2c1CCCC2,21.3,-0.4%
Cc1ccc(S(=O)(=O)CCc2nc3ccccc3n2CCC#N)cc1,-0.3,-1.8%
O=C(CC1SC(=Nc2ccccc2)N(CCc2c[nH]c3ccccc23)C1=O)Nc1ccccc1F (stereo unspecified),6.6,-2.9%
CCOc1ccc(-c2cc(C(=O)N3CCN(C)CC3)c3ccccc3n2)cc1,5.9,2.7%
O=C(CNc1ccccc1)N/N=C/c1ccc([N+](=O)[O-])cc1,·,-1.0%
CCS(=O)(=O)N1CCN(c2c(Cl)cccc2[N+](=O)[O-])CC1,·,-2.7%
Cc1ccc2nc(C)cc(N/N=C/c3cccnc3)c2c1,-15.4,-6.0%
CCCCC[C@H](O)/C=C/[C@@H]1[C@@H](C/C=C\CCCC(=O)O)[C@@H](O)C[C@H]1O,·,-0.8%

# Reformatted with tabs: part of the list above.
SMILES	RmlCD inh 1536	GlmU inhibition
O=C(CCCCCN1C(=O)c2ccccc2C1=O)Nc1ccc2c(c1)OCCO2	12.2	0.4%
CC(C)(C)c1csc(Sc2ccc([N+](=O)[O-])cn2)n1	-8.9	0.6%
S=C(NC1CCCCC1)NC1CC2CCC(C1)N2Cc1ccccc1 (stereo unspecified)	4.5	7.4%
Cc1ccc2[nH]c(=O)c(CN(C)C(=O)c3ccccn3)cc2c1	·	19.7%
Cc1ccc(C(=O)N2CCC3(CC2)Oc2ccc(F)cc2C(=O)C32CC(c3ccccc3)=NO2)s1 (stereo unspecified)	3.3	2.5%
CCC(C)(C)NC(=O)CN(C(=O)c1snc(C(N)=O)c1N)c1ccc2c(c1)OCO2	14.7	5.2%
O=C(NCc1ccc(F)cc1)c1noc2c1CCCC2	21.3	-0.4%
Cc1ccc(S(=O)(=O)CCc2nc3ccccc3n2CCC#N)cc1	-0.3	-1.8%
O=C(CC1SC(=Nc2ccccc2)N(CCc2c[nH]c3ccccc23)C1=O)Nc1ccccc1F (stereo unspecified)	6.6	-2.9%
CCOc1ccc(-c2cc(C(=O)N3CCN(C)CC3)c3ccccc3n2)cc1	5.9	2.7%
O=C(CNc1ccccc1)N/N=C/c1ccc([N+](=O)[O-])cc1	·	-1.0%
CCS(=O)(=O)N1CCN(c2c(Cl)cccc2[N+](=O)[O-])CC1	·	-2.7%
Cc1ccc2nc(C)cc(N/N=C/c3cccnc3)c2c1	-15.4	-6.0%

# Next section.
SMILES,RmlCD inh 1536,GlmU inhibition
CCc1ccc(NC(=O)CS(=O)CC(=O)NC(C)CCc2ccco2)cc1 (stereo unspecified),·,-0.8%
CC(Sc1ccc(Cl)cc1)C(=O)Nc1ccccc1C(=O)N1CCOCC1 (stereo unspecified),-5.2,-2.5%
Cn1c(=O)[nH]c(=O)c2c1nc(N1CCNCC1)n2CCOc1ccccc1,·,-1.0%
FC(F)(F)c1ccc(C2[C@H]3CN(Cc4cccnc4)[C@H](c4ccccc4)C34CC2(c2ccccc2)C4)cc1 (stereo partly specified),·,-2.8%
O=C(NCCN1CCOCC1)c1c[nH]c2ccc(S(=O)(=O)N3CCOCC3)cc2c1=O,1.2,3.0%
C/C(=C/CCC(C)[C@H]1CC[C@@]2(C)C3=C(CC[C@]12C)[C@@]1(C)CCC(=O)C(C)(C)[C@@H]1CC3)C(=O)O (stereo partly specified),·,-1.3%
Cc1ccc(CNC(=O)C2CCCN(Cc3cnn(-c4ccccc4)c3-n3cccc3)C2)cc1 (stereo unspecified),·,1.5%
CCCn1c(=O)n(C)c(=O)c2c(SCC(=O)NC34CC5CC(CC(C5)C3)C4)nc(CC(C)C)nc21,-3.6,1.0%
COc1ccc(C(CCN2CCCC2)c2c(O)cc(OC)cc2OC)cc1 (stereo unspecified),·,-4.4%
COc1ccc(/C=N/NC(=O)c2nc(Cl)c(Cl)c(N)c2Cl)cc1COc1ccccc1F,·,-2.0%
CCCc1ccc(C(=O)NNc2cc(Cl)ccc2Cl)cc1,·,2.5%
COc1ccc(N2C(=O)CC(N3CCN(c4ccc(S(=O)(=O)N5CCCC5)cc4)CC3)C2=O)cc1 (stereo unspecified),·,1.1%
CCOC(=O)c1c(-c2ccc(C)cc2C)csc1NC(=O)CSc1nnnn1C,·,4.4%

# Some of the compounds tested; rates above refer to the full screens.
